STAT1 act = STAT1 signaling activators, primary screen, cell-based, HTS, luciferase reporter. NIH 3T3 STAT1-luciferase reporter, IFN-gamma, luminescence; 100% = IFN-gamma alone, no compound. hit rate 2.6% among 200,000. AID 932, 2007. activation (% of control), % at 5.5 µM;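 active = activation above the screen-wide mean activation plus 3 SD, cut at about 130% in these data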;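 note: raw ratio to IFN-gamma control signal so 100% means no change and 0% no light; values of inactives mirror those of a sister screen read the other way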
TLR4 MyD88 comp = inhibitors of TLR4-MyD88 association in cells, primary screen, cell-based, HeLa CL3-4, BLA complementation, FRET ratio; HeLa CL3-4 TLR4/MyD88 BLA complementation; AID 861, 2007; hit rate 0.18% among 200,000; inhibition, % at 8.4 µM; Toll-like receptor 4 (Homo sapiens) + Myeloid differentiation primary response protein …; in the data active = inhibition above about 25%;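 note: 0% = vehicle and 100% = reference inhibitor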
Target sequence (O00206 whole entry, looked up): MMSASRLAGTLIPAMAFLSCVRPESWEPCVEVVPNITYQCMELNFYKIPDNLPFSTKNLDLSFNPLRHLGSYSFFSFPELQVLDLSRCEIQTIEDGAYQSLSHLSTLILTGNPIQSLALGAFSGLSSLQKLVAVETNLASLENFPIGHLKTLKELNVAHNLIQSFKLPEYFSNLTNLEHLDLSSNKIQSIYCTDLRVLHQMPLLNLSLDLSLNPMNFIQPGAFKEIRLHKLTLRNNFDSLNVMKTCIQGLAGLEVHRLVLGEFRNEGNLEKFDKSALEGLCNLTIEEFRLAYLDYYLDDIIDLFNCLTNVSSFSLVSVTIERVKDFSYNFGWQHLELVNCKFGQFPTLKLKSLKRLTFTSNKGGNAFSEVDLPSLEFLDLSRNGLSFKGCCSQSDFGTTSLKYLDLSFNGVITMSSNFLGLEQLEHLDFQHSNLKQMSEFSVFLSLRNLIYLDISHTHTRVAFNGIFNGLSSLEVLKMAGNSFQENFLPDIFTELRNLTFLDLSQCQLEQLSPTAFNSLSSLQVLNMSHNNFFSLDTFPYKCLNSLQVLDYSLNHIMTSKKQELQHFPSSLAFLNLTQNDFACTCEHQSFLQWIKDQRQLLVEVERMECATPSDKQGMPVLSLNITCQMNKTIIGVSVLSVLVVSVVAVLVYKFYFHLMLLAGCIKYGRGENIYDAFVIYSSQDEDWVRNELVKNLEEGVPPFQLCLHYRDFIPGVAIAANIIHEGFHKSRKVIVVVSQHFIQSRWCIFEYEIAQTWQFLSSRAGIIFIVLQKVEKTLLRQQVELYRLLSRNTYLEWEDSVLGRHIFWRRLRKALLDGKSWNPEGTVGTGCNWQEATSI
Target sequence (Q99836 whole entry, looked up): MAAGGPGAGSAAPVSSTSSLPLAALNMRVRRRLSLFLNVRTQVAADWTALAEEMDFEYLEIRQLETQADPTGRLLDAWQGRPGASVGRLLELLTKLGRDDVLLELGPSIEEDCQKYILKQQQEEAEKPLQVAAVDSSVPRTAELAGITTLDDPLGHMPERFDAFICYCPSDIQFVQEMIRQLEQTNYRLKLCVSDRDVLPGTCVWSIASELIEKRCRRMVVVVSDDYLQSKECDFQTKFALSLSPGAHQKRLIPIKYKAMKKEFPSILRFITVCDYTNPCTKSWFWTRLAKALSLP
NF-kB neuron act = activators of NF-kB expression in neurons, primary screen, cell-based, HTS. AID 1239, 2008. fold change at 12.5 µM. human neuronal cells, NF-kB reporter expression; active compounds read high. hit rate 1.6% among 190,000; in the data active = fold change above about 3.3
APP 5UTR inh = inhibitors of APP translation via 5'UTR reporter, primary screen, APP 5'UTR luciferase, SH-SY5Y cells. SH-SY5Y APP 5'UTR-luciferase reporter, luminescence. inhibition, % at 2 µM. hit rate 0.82% among 190,000. AID 1285, 2008;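 active = inhibition above a set limit, derived from the sample mean plus 3 SD, cut at about 45% in these data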; note: values of inactives mirror those of a sister screen read the other way
Diaph inh CS = diaphorase inhibitors and chemical oxidizers, primary screen, counter-screen for diaphorase-coupled primary assays, biochemical, uHTS, resorufin fluorescence; AID 1217, 2008; hit rate 0.69% among 190,000; diaphorase resazurin-to-resorufin fluorescence, NADH, 16 min; bacterial (C. kluyveri) enzyme, not human; inhibition, % at 20 µM;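 active = primary screen inhibition at 20 µM above a set limit, cut at about 50% in these data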;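 note: plate controls were DMSO with full reaction for no effect and wells lacking NADH for full effect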
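Test system: Clostridium kluyveri diaphorase enzyme / Quantity: diaphorase at 0.14 U/mL in enzyme working solution / Incubation: 16-min room-temperature incubation before reading / Benchmarks: NADH-free wells as positive control, DMSO-only neutral wells / Signal: resorufin fluorescence 544/590 nm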
FLuc stim CS = FLuc activators, initial screening, artefact control for FLuc-dependent activation tests, biochemical, ATPlite luminescence; activation factor at 10 µM; ATPlite luciferase biochemical, 10 min; 0 = ATP-free wells, 1 = DMSO control; 200,000 tested, under 10 active;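 active = luciferase activation factor, scaled between plate controls, of at least 2 with compound at 10 µM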
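test system = cell-free luciferase reagent | medium = PBS as buffer for the ATP substrate | dosing = test compounds dosed from 2 mM stocks in 100% DMSO | incubation = 10 min at ambient temperature | detection = luminescence measurement of luciferase light output | benchmarks = low control with PBS replacing ATP, high control enzyme plus ATP without compound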
Diaph act CS = compounds boosting diaphorase resazurin reduction – biochemical, uHTS, resorufin fluorescence, counter-screen for diaphorase-coupled primary assays, primary screen; hit rate 0.005% among 190,000; AID 1229, 2008; Diaphorase/resazurin coupled assay, 16 min; active compounds read high; 1 = vehicle wells, 0 = NADH-free wells; activation factor at 20 µM;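 active = diaphorase activity raised at least twofold by the compound at 20 µM; inactive = activation factor below 2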
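Assay system: Purified diaphorase enzyme from Clostridium kluyveri | Amount: Enzyme 0.07 U/mL final | Dosing: Compound 20 µM once, DMSO 1% | Timing: 16 min reaction at room temperature | Detection: Fluorescence, excitation 544 nm and emission 590 nm | Evaluation: Higher resorufin formation from activation or reduction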
FLuc inh counter = firefly luciferase enzyme inhibitors, primary screen, artefact control for luciferase-based inhibitor screens, biochemical, luminescence, ATPLite; Luciferin 4-monooxygenase (Photinus pyralis), P08659; 10 min; AID 1006, 2008; inhibition, % at 10 µM; hit rate 1.5% among 200,000;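 active = inhibition above about 50% when tested at 10 µM, limit read from the data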
G6PDH counter = L. mesenteroides G6PDH inhibitors, counter-screen for G6PDH-coupled screening assays, biochemical, Leuconostoc mesenteroides enzyme | glucose-6-phosphate dehydrogenase [Leuconostoc mesenteroides] | Purified L. mesenteroides G6PDH, diaphorase/resazurin coupled fluorescence, 45 min | inhibition, % at 5 µM | hit rate 0.12% among 200,000 | AID 1020, 2008; in the data active = inhibition above about 50%
APP 5'UTR act = activators of APP 5'UTR luciferase reporter, primary screen, SH-SY5Y cells; activation, % at 2 µM; SH-SY5Y APP 5'UTR luciferase reporter, luminescence; zero percent = DMSO vehicle wells; hit rate 1% among 190,000;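 active = activation above a set limit, based on mean plus 3 SD of controls, cut at about 140% in these data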; note: values of inactives mirror those of a sister screen read the other way
* = called active by the depositor; . = not tested or not shown. The order is random; about 5.6% have a hit in one of these screens.

Second line of a record – FLuc stim CS	FLuc inh counter	APP 5'UTR act	G6PDH counter	NF-kB neuron act	Diaph act CS	APP 5UTR inh	TLR4 MyD88 comp	Diaph inh CS	STAT1 act
CC12CCC(C(=O)N3CCN(c4ccccc4)CC3)(CC1=O)C2(C)C (centres undefined)
→ 1	-5	3	1	1.4	0.9	-3	3	11	102
O=C(OC1CCOC1=O)c1cncc(Br)c1 (centres undefined)
→ 1.1	-8	-1	3	1.1	0.9	1	-13	14	101
CC(=O)N1CCN(c2ccccc2NC(=O)c2cc(Br)ccc2Cl)CC1
→ 1.1	-6	10	-2	0.91	1	-10	-6	1	90
CCN(Cc1cc(=O)n2cc(Cl)c(C)c(Cl)c2n1)Cc1nc2ccccc2c(=O)[nH]1
→ 1	-5	-3	9	0.85	0.8	3	-11	23	108
O=C(NCCc1ccccc1)c1ccc(OCCOc2ccccc2)cc1
→ 1	-1	4	-1	1.3	1.1	-4	10	-14	109
O=C(Nc1ccc(Cl)cc1)N(CCCN1CCOCC1)Cc1cccs1
→ 1	-2	-3	5	1	0.8	2	-4	17	97
O=C1N(Cc2ccc3c(c2)OCO3)c2ccccc2C1(O)c1c[nH]c2ccccc12 (centres undefined)
→ 1	-4	2	1	0.72	0.8	-2	6	22	96
Cc1cccc(C(=O)Oc2ccccc2C2C[C@]3(C)CC(=O)NC3N2C(=O)c2cccc(C)c2)c1 (some centres undefined)
→ 1.1	-6	6	8	0.71	0.9	-6	3	9	94
Cc1ccc(NC2=C/C(=N/S(=O)(=O)c3cccs3)c3ccccc3C2=O)cc1
→ 0.9	9	77	50*	0.77	0.8	-77	2	16	116
CCCNc1nc2c(c(=O)[nH]c(=O)n2C)n1Cc1cccc(Br)c1
→ 1	-1	-1	-2	0.88	0.8	1	16	18	94
CCn1ccnc1CN1CCCC(CO)(Cc2cccc(OC)c2)C1 (centres undefined)
→ 1	4	28	25	1	0.9	-28	2	12	99
COc1ccccc1S(=O)(=O)Cc1ccc(C(=O)N2CCN(c3ccccn3)CC2)o1
→ 1	1	13	1	0.88	1	-13	-6	1	99
COc1cc(-c2nc(C)c(C(C)=O)n2O)ccc1OCC(=O)Nc1ccc(Cl)cc1
→ 1	-2	-5	5	1	0.9	5	3	11	113
CCOC(=O)CSc1nnc(Cn2nnc(-c3ccccc3)n2)n1C
→ 1.1	-6	7	-1	1.4	1	-7	-10	4	104
CCS(=O)(=O)N1CCCC(c2nc(-c3cccc(OC)c3)no2)C1 (centres undefined)
→ 1	2	25	12	1.8	0.8	-25	12	19	104
COc1ccc2c(c1OC)C(=O)c1ccccc1C2=O
→ 0.9	7	22	2	2.3	0.8	-22	-4	19	116
COc1ccc(-c2nc(SCC(=O)Nc3cc(C)on3)n[nH]2)cc1
→ 0.9	10	-8	-1	1.4	0.8	8	-14	17	99
Cc1ccccc1-c1ccc(Nc2ccc(N3CCOCC3)cc2)nn1
→ 0.9	6	5	14	1	0.8	-5	-1	19	110
CCOc1ccc2c(C)nc(NC3=NC(C)(C)C=C(C)N3)nc2c1
→ 1	-1	21	4	0.61	1	-21	1	0	101
Cc1ccc(C2CC(=O)Nc3sc(C(N)=O)c(N)c32)cc1 (centres undefined)
→ 1.1	-6	-3	1	0.94	0.8	3	8	20	102

Another view of some results above.
molecule: COc1ccc2c(c1OC)C(=O)c1ccccc1C2=O
  FLuc stim CS = 0.9 | FLuc inh counter = 7 | APP 5'UTR act = 22 | G6PDH counter = 2 | NF-kB neuron act = 2.3 | Diaph act CS = 0.8 | APP 5UTR inh = -22 | TLR4 MyD88 comp = -4 | Diaph inh CS = 19 | STAT1 act = 116
molecule: COc1ccc(-c2nc(SCC(=O)Nc3cc(C)on3)n[nH]2)cc1
  FLuc stim CS = 0.9 | FLuc inh counter = 10 | APP 5'UTR act = -8 | G6PDH counter = -1 | NF-kB neuron act = 1.4 | Diaph act CS = 0.8 | APP 5UTR inh = 8 | TLR4 MyD88 comp = -14 | Diaph inh CS = 17 | STAT1 act = 99

Looked up above.
CCCNc1nc2c(c(=O)[nH]c(=O)n2C)n1Cc1cccc(Br)c1 in FLuc stim CS is entered as 1
Cc1ccccc1-c1ccc(Nc2ccc(N3CCOCC3)cc2)nn1 in G6PDH counter is entered as 14
CC12CCC(C(=O)N3CCN(c4ccccc4)CC3)(CC1=O)C2(C)C (centres undefined) in TLR4 MyD88 comp is entered as 3

The listing continues:
Second line of a record – FLuc stim CS	FLuc inh counter	APP 5'UTR act	G6PDH counter	NF-kB neuron act	Diaph act CS	APP 5UTR inh	TLR4 MyD88 comp	Diaph inh CS	STAT1 act
Cc1ccc(C)c(N(CC(=O)NC2CCCC2)C(=O)c2cc3cc4cc(C)ccc4nc3s2)c1
→ 1	-4	14	0	1.1	0.9	-14	-9	12	102
Cc1nonc1OCC(C)(COc1nonc1C)NC(=O)c1ccccc1
→ 1	-4	-6	4	0.9	1	6	-8	0	98
CCN(CC)S(=O)(=O)c1ccc(C(=O)NCCc2ccccn2)cc1
→ 1	-2	31	2	1.1	0.8	-31	2	15	110
Cn1c(=O)c2c(nc(CN3CCCCC3)n2CCCc2ccccc2)n(C)c1=O
→ .	.	6	.	.	.	-6	-2	.	92
O=C(Nc1nnc(-c2cccs2)s1)C1CC1
→ 1.1	-6	27	1	1.7	0.9	-27	-9	7	130*
O=c1c2cc(Cl)ccc2[nH]c(=S)n1Cc1ccco1
→ 1	0	11	4	0.93	0.9	-11	-7	11	96
Cc1ccc(C)c(NCC(=O)NNC(=S)Nc2ccccc2)c1
→ 1.1	-6	9	4	1.5	0.9	-9	9	8	95
Cc1ccc(-c2nnn(CC(=O)O)n2)cc1
→ 1.1	-12	-13	6	1.2	0.9	13	-5	7	102
CSc1ccccc1NC(=O)CN(C)CC(=O)Nc1ccccc1F
→ 1.1	-8	10	8	1.1	0.8	-10	2	18	102
CC1CCCCN1C(=O)Cn1nnc(-c2cccnc2)n1 (centres undefined)
→ 1	-3	-7	0	1.1	1	7	0	1	108
Cc1ccccc1NS(=O)(=O)c1ccc(OCC(=O)NCc2ccco2)cc1
→ 1.1	-5	25	-8	0.99	0.9	-25	1	10	98
Nc1c(C(=O)Nc2ccc(Cl)cc2)oc2ccccc12
→ 0.7	32	213*	14	5.6*	0.8	-213	8	21	170*
O=C(COC(=O)c1cncc(Br)c1)NC1CCCCCC1
→ 1.1	-7	-27	4	1.2	0.9	27	4	13	102
CC(=O)Nc1ccc2[nH]c3ccccc3c2c1
→ 0.9	6	10	-4	1.2	0.9	-10	-24	15	106
Cc1nonc1OCC(C)(COc1nonc1C)NC(=O)c1ccc(Cl)cc1
→ 1	-5	-13	4	0.83	0.8	13	10	21	107
CC(C)CN(C(=O)CSc1nncn1-c1ccccc1)c1c(N)n(CC(C)C)c(=O)[nH]c1=O
→ 1	1	3	1	1.1	0.9	-3	2	6	105
CCCC(=O)NNc1cc(=O)c2c(=O)n(C)c(=O)n(C)c2[nH]1
→ 1.1	-6	8	3	0.4	0.8	-8	-12	16	101
O=C(CCN1C(=O)c2ccccc2C1=O)Nc1ccc(-c2nc3ccccc3o2)cc1
→ 0.9	5	23	4	1.7	1	-23	-2	4	120
COCc1[nH]nc2c1C1(C(=O)Nc3ccc(F)cc31)C(C#N)=C(N)O2 (centres undefined)
→ 1	-4	.	2	1.1	0.8	.	-4	23	100
CCCNC(=O)Cn1c(-c2ccc(F)cc2)cc(C(=O)OCC)c1C
→ 1	-1	-25	15	1.4	1	25	-2	1	104

2 entries from above, bar-delimited:
canonical_smiles | FLuc stim CS | FLuc inh counter | APP 5'UTR act | G6PDH counter | NF-kB neuron act | Diaph act CS | APP 5UTR inh | TLR4 MyD88 comp | Diaph inh CS | STAT1 act
O=c1c2cc(Cl)ccc2[nH]c(=S)n1Cc1ccco1 | 1 | 0 | 11 | 4 | 0.93 | 0.9 | -11 | -7 | 11 | 96
Cc1ccc(C)c(NCC(=O)NNC(=S)Nc2ccccc2)c1 | 1.1 | -6 | 9 | 4 | 1.5 | 0.9 | -9 | 9 | 8 | 95

Next results follow:
Second line of a record – FLuc stim CS	FLuc inh counter	APP 5'UTR act	G6PDH counter	NF-kB neuron act	Diaph act CS	APP 5UTR inh	TLR4 MyD88 comp	Diaph inh CS	STAT1 act
CCN(CC)CCNC(=O)Cn1cnc2sc(C)c(S(=O)(=O)N3CCOCC3)c2c1=O
→ 1.1	-10	-1	3	0.95	1.1	1	-9	-7	100
Cc1ccc(CSCCNC(=O)CN(c2cc(C)ccc2C)S(C)(=O)=O)cc1
→ 1	-3	7	9	0.76	0.9	-7	7	8	102
CCOC(=O)COc1cccc2c(=O)n(CC(=O)N3CCN(C(=O)OCC)CC3)ccc12
→ 1.1	-6	0	1	1.1	1	0	-9	2	94
Cc1ccccc1NC1=C/C(=N\S(=O)(=O)c2cccs2)c2ccccc2C1=O
→ 1	1	-10	55*	0.21	0.8	10	-28	24	103
Cc1cccc(-c2ncc(CN3CCN(C4CCCC4)C(CCO)C3)cn2)c1 (centres undefined)
→ 1	2	5	10	1.2	.	-5	7	.	91
